Bioassay records from PubChem.
ADAM10 inh – inhibits human ADAM10; 370,000 tested, 0.62% active; O14672; inhibition, % at 7 µM; recombinant ADAM10, EDANS/DABCYL FRET peptide cleavage, 3 h; AID 720582;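 active means inhibition above a per-campaign cutoff equal to the mean of compounds falling between control-based bounds plus 3 SD, cut at about 20% in these data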;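 further: 0% = DMSO wells while the 100% control is not disclosed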
Target sequence (O14672 214-748 limits assumed): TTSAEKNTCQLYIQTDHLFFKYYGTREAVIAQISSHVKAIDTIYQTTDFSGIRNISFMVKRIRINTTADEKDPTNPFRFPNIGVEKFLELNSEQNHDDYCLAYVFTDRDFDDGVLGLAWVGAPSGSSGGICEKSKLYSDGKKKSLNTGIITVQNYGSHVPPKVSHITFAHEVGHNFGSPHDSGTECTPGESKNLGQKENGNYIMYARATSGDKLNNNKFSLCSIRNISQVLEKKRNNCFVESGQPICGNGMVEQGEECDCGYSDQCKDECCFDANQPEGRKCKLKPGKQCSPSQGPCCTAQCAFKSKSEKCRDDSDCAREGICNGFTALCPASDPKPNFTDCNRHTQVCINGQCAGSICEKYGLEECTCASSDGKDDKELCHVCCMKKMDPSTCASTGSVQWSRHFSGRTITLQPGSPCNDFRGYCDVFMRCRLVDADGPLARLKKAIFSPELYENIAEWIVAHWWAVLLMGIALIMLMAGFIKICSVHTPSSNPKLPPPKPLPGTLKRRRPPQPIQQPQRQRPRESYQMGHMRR
PLCg1 inh – inhibitors of human phospholipase C gamma1; P19174; purified PLC-gamma1, fluorogenic substrate, fluorescence; inhibition, % at 12.2 µM; 370,000 tested, 0.84% active; AID 720700; in the data active means inhibition above about 9.5%
HGIII-sPLA2 inh – Inhibits HGIII-sPLA2 liposome hydrolysis, primary screen. QFRET BODIPY PC-A2 liposome hydrolysis, fluorescence. inhibition, % at 12.2 µM. 370,000 tested, 0.56% active. AID 743126;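 active means inhibition above mean plus 3 SD of compounds lying within the high and low control bounds, cut at about 19% in these data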;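 further: 0% = median of test compound wells and 100% = no enzyme DMSO wells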
GAA850 FXN act – frataxin GAA850 promoter activation | 360,000 tested, 0.56% active | HEK293 lucGAA850 FXN promoter luciferase reporter, 24 h; percent of 10 µM SAHA response | activation, % at 6 µM;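 active means activation above the average of all compounds screened plus 3 SD, cutoff fixed separately per campaign, cut at about 7.5% in these data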;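 further: 0% = DMSO wells and 100% = 10 µM SAHA wells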
ADAM17 inh – inhibitors of human ADAM17 | inhibition, % at 6.95 µM | 370,000 tested, 0.83% active | recombinant ADAM17, EDANS/DABCYL FRET peptide cleavage | AID 720648;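 active means inhibition above the mean of compounds lying between control limits plus 3 SD, set per campaign, cut at about 8.5% in these data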;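 further: 0% = DMSO-only wells as the low control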
ssDAF-12 act – activates DAF-12 receptor from parasite S. stercoralis. HEK293 ssDAF-12/GRIP1 lit1-tk-luc reporter, luminescence; % of 3 µM dafachronic acid response. activation, % at 6.8 µM. 370,000 tested, 1% active. AID 652126;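 active means activation above the mean over all tested compounds plus 3 SD, cut at about 0.9% in these data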;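 further: 0% = DMSO-only wells and 100% = 3 µM delta7-dafachronic acid wells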
hgDAF-12 ag – activates the H. glycines DAF-12 receptor ligand-binding domain. HEK293 GAL4-hgDAF12 UAS-luciferase reporter, agonist luminescence; normalized to butyrate control. activation, % at 6.8 µM. 370,000 tested, 1.8% active;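 active means activation above a cutoff set at the mean of all screened compounds plus 3 SD, cut at about 10% in these data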;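 further: 0% = DMSO wells and 100% = sodium butyrate wells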
DAX1 inh-1 – NR0B1 (DAX1) inhibition | 340,000 tested, 0.99% active | P51843 | AID 504766 | inhibition, % at 6.75 µM | HEK293 Gal4-DAX1 luciferase reporter, luminescence;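 active means inhibition above the mean over all tested compounds plus 3 SD, cut at about 4.2% in these data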;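 further: 0% = DAX1-transfected cells with DMSO and 100% = empty-vector control cells with DMSO; inhibition shows as a rise in luminescence from relieved DAX1 repression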
Target sequence (P51843 207-470 limits assumed): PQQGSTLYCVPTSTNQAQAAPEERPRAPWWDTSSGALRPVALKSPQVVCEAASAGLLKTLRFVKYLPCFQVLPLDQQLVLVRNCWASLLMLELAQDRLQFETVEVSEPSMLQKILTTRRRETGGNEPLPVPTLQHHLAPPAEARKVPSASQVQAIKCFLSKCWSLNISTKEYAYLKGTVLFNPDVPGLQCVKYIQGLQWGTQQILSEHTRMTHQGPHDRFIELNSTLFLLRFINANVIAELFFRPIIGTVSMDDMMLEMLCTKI
hcDAF12 agonist – activates DAF-12 receptor from parasite H. contortus; HEK293 hcDAF-12 lit1-tk-luc reporter, luminescence; 0% DMSO, 100% Δ7-dafachronic acid; activation, % at 6.8 µM; 370,000 tested, 1.4% active; AID 652067;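 active means activation above the mean of all tested compounds plus 3 SD, cut at about 5.5% in these data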;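 further: 100% = response to 3 µM Δ7-dafachronic acid high control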
PLC-beta3 inh – PLC-beta3 (human) inhibition, primary screen | 370,000 tested, 0.18% active | Q01970 | Purified PLC-beta3, fluorogenic substrate, fluorescence | AID 720704 | inhibition, % at 12.2 µM; in the data active means inhibition above about 11%;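 further: 0% = median of compound wells on plate and 100% = full blocker control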
DAX1 inh-2 – blocks DAX1 repression of SF-1 activated StAR promoter; HEK293T StAR-luciferase reporter, SF-1/DAX-1 repression relief; AID 652010; 370,000 tested, 1.1% active; inhibition, % at 6.8 µM;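 active means inhibition above the mean over all tested compounds plus 3 SD, cut at about 3.6% in these data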;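 further: 0% = DAX-1 cells with DMSO and 100% = cells lacking DAX-1 with DMSO; higher inhibition means more luminescence from relief of DAX-1 repression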
Starred values were filed as active, the others as inactive; i = inactive; / = not tested or not shown. An excerpt. The share of hits here may be higher or lower than overall.

SMILES	ADAM10 inh	PLCg1 inh	HGIII-sPLA2 inh	GAA850 FXN act	ADAM17 inh	ssDAF-12 act	hgDAF-12 ag	DAX1 inh-1	hcDAF12 agonist	PLC-beta3 inh	DAX1 inh-2
COc1ccc(OC)c(-n2c(O)c(/C=C3\C=Nc4ccccc43)c(=O)[nH]c2=O)c1	-13.6	-2.2	-4.5	4.2	1.2	2.9*	6.7	1.0	3.8	-6.9	-0.1
CNC(=O)O/N=C(\N)Cc1csc2ccccc12	-5.6	1.6	-0.2	0.7	-2.0	-0.5	-0.7	1.6	-0.3	-7.9	-1.0
C=C1C(O)(c2ccccc2)C2CC[N+]1(C)CC2 (centres undefined)	-0.7	0.7	-3.0	1.4	-1.3	-1.2	-2.1	1.1	0.2	-0.6	0.0
O=c1c2ccccc2nc(-c2ccccc2Cl)n1-c1ccc(O)cc1	3.0	3.8	-24.8	0.6	1.9	-1.4	-1.3	-1.0	-2.2	3.6	-0.2
Fc1cccc(F)c1-c1nc(-c2ccc(Cl)cc2)no1	-14.7	8.2	16.3	4.9	-6.0	1.8*	8.3	2.2	3.0	-10.1	0.2
Cc1ccc(Sc2ccc(C=C3C(=O)N(C)C(=O)N(C)C3=O)o2)cc1	2.4	-3.7	-1.5	-0.1	-1.7	0.6	5.0	-0.6	-1.8	-9.1	0.1
CC(C)N1C(=O)/C(=C/C=C/c2ccco2)C(=O)N(Cc2ccco2)C1=O	5.5	-13.0	4.2	3.9	-0.7	-1.1	-2.3	-0.4	-2.2	-25.5	0.0
CN(CC=CCN(C)P(=S)(N1CC1)N1CC1)P(=S)(N1CC1)N1CC1	-3.0	1.4	2.7	-2.8	-5.6	-1.3	1.9	0.2	-0.7	1.1	-1.2
CCN(CC)c1ccc(/C=C2\C(=O)NC(=S)N(C)C2=O)o1	-1.6	-2.8	-17.3	6.2	1.0	0.5	8.0	7.5*	1.8	-9.1	2.0
Cc1cccc(C)c1-n1nnnc1C(C1CC1)N1CCC2(CC1)C(=O)NCN2c1ccccc1 (centres undefined)	-0.8	0.5	-11.1	/	0.8	-1.2	0.1	/	-0.5	-0.3	-1.6
C=C1N2CCC(CC2)C1(O)c1ccc(C)cc1 (centres undefined)	-7.4	-1.0	8.1	0.3	-4.7	-1.2	0.2	0.1	-0.2	1.7	-0.3
C/C(Cl)=C/CC1(CN2CCCC2=O)C(=O)NC(=O)NC1=O	-5.4	0.7	3.1	-1.5	-0.9	-1.1	-0.6	1.4	-0.3	2.3	1.6
Cc1ccccc1NC(=O)N1Cc2ccccc2-n2nncc2C1	-6.6	-0.8	-4.2	-0.1	1.6	-1.1	1.5	-0.1	-0.5	2.1	-0.1
COc1ccc2c(c1)C1(C(=O)O)CC=CCC1(C(=O)O)C2 (centres undefined)	-1.1	0.3	3.7	0.4	-6.2	-0.3	-2.1	-0.9	-0.9	-2.5	-0.6
CCC(C)n1c(O)c(/C=N/N2CCOCC2)c(=O)[nH]c1=S (centres undefined)	-2.5	-8.8	4.7	-0.6	0.0	-1.1	0.8	-1.1	-1.4	-7.8	0.3
Cc1ccc(CNCCc2ccccc2F)cc1	4.9	1.6	-4.0	0.7	0.4	-0.6	3.9	0.4	0.6	2.4	0.3
O=C1NCN(c2ccccc2)C12CCN(C(c1nnnn1C1CCCC1)C1CC1)CC2 (centres undefined)	-6.8	1.5	1.4	/	-0.6	-1.3	1.2	/	0.8	0.0	0.4
COC(=O)C1=C(c2ccc(F)cc2OCc2ccccc2)C[C@@H]2CC[C@H]1N2C(=O)NCc1ccc(OC)c(OC)c1	9.9	2.2	-8.7	-5.2	0.6	-1.8	-1.4	-2.1	-3.1	0.7	-0.8
Cc1ccc2c(c1)=NC(=O)/C(=C/c1c(O)[nH]c(=O)[nH]c1=O)C=2	-118.9	-289.4	1.4	2.5	-50.5	-1.2	3.3	1.8	2.5	-417.6	0.7
c1cnc(N2CCNCC2)nc1	-6.0	3.7	13.3	1.4	-5.1	-1.0	2.0	-0.3	-0.7	-1.8	1.4
Cc1ccsc1C(=O)C1CCCN(Cc2ccc(O)cc2)C1 (centres undefined)	-3.3	0.8	-4.9	1.3	-2.7	-2.0	-1.2	0.6	0.0	-2.1	0.1
COc1ccc(CNC(=O)CCC(=O)N2C[C@H]3C[C@H](C2)c2cccc(=O)n2C3)cc1	-1.1	4.7	3.3	-0.1	0.3	-1.3	-2.3	2.5	-0.6	5.7	1.0
Cc1ccsc1C(=O)C1CCCN(Cc2cc(C(C)C)n[nH]2)C1 (centres undefined)	5.5	5.4	-0.5	0.1	2.6	-1.3	4.1	0.8	0.1	3.5	0.3
CN1CCN(c2ccc([N+](=O)[O-])c(N/N=C3\CN4CCC3CC4)c2)CC1	3.7	6.8	2.3	-0.6	2.3	-1.2	2.6	1.2	-1.2	5.4	-0.7
COC(=O)C1=C(c2ccc(-c3ccccc3)c(F)c2)C[C@@H]2CC[C@H]1N2C(=O)N1CCC(C)CC1	17.2	9.3	-12.8	-8.4	-0.2	-2.2	-1.9	-2.6	-3.4	-6.6	-1.9
O=C1CN=C(c2ccc(Br)cc2)c2c(sc3c2CCCC3)N1CCN1CCCCC1	-7.8	-1.9	1.2	-2.0	-4.2	-1.4	1.9	-2.2	-1.2	-5.5	0.2
CC1CNCCN1c1ccc(Cl)cc1 (centres undefined)	-11.7	-1.5	7.0	-1.7	-4.4	-0.2	2.1	-0.1	-1.6	3.2	-2.1
CSc1nc2ccc(C)cc2c(=O)n1-c1cccnc1	2.7	6.9	9.8	0.9	3.5	-1.9	-1.4	0.2	-2.2	6.6	-0.4
CN1C2CCC1C(COC(=O)c1ccccc1)C(O)C2 (centres undefined)	4.6	-1.1	9.7	1.3	-8.7	-0.9	0.3	-0.8	-2.2	-7.8	0.5
Cn1c(=O)cc(OCC(=O)N2CCC3(CC2)OCCO3)c2ccccc21	1.6	1.8	0.9	3.8	3.5	-1.9	1.3	0.3	-0.3	3.9	0.8
OCCNCCc1c[nH]c2ccc(OCc3ccccc3)cc12	-5.0	-1.6	1.8	0.1	-3.8	-1.5	1.1	-0.4	-0.6	-2.8	0.1
COc1ccc(-n2nc(C(=O)NCC(=O)N3CCC4(CC3)OCCO4)c3ccccc3c2=O)cc1Cl	-16.7	-96.2	4.8	3.7	-1.2	0.5	13.7*	3.3	6.6*	-136.4	1.0
CCOC(=O)c1c(N)n(Cc2ccc(OC)cc2)c2nc3ccccc3nc12	i	i	-18.1	/	i	-1.3	-1.6	/	-1.6	i	-0.2
COc1cc(OC)c(OC)cc1CNCCc1ccc2c(c1)OCO2	0.9	3.2	3.4	-0.3	-3.1	-1.0	2.1	0.6	-1.6	-6.1	-0.2
COC(=O)C1=C(c2cccc(OCc3ccccc3)c2)C[C@@H]2CC[C@H]1N2C(=O)NCc1ccc(Br)cc1	19.1	0.9	-19.5	-0.8	7.7	-1.2	-1.3	-1.1	-0.7	4.3	-0.5
COc1ccc(-n2c(=S)[nH]c3ccc(C)cc3c2=O)cc1	-9.8	-5.6	1.6	1.8	-5.5	0.0	0.2	1.6	0.1	-3.4	0.2
CC(C)c1onc(C(=O)N2CCC3(CC2)OCCO3)c1[N+](=O)[O-]	-4.3	5.5	6.0	0.5	4.2	-0.7	0.5	0.6	1.0	-1.7	0.7
CN1CCN(c2ccc(C(N)=O)cc2[N+](=O)[O-])CC1	7.0	3.6	0.2	-0.9	2.4	0.2	0.5	0.1	-1.5	5.8	0.6
C[C@@H]1COc2cccc(N3CCN(C)CC3)c2S(=O)(=O)N1	-1.4	1.2	0.4	/	-2.6	-0.5	-1.4	/	1.6	1.3	-0.1
C#CC1(O)CCC2C3CCC4=C/C(=N/OCC(=O)NCC(=O)NC(C(=O)O)C(C)C)CC[C@]4(C)C3CC[C@@]21C (some centres undefined)	6.0	6.1	-2.5	6.5	-0.6	-1.2	-4.2	-0.6	0.0	4.6	0.1
Nc1cc(C(=O)Nc2ccc(Cl)cc2)ccc1N1CC2CC(C1)c1cccc(=O)n1C2 (centres undefined)	-28.1	-33.9	-4.1	0.2	-3.9	-0.7	-2.0	0.8	-1.9	-60.9	-0.4
CCOC(=O)[C@]12Cc3cc(C)ccc3[C@H]1N(Cc1ccccc1)C(=O)c1cc(F)c(F)cc12	-5.6	-2.2	-3.8	/	-2.4	-0.5	2.1	/	-0.3	-4.8	0.7
COc1ccc2ccccc2c1CNCCc1ccccc1	-7.9	0.5	-12.0	1.1	-1.2	-1.0	0.2	-1.0	-1.1	-1.2	0.1
COc1cccc(N2C(=O)/C(=C/c3ccc(C)o3)C(=O)NC2=S)c1	1.7	-10.0	-3.4	1.5	0.4	-0.7	2.9	-0.5	2.1	-21.7	0.0

Filtered by structure: those above with fluorine
SMILES	ADAM10 inh	PLCg1 inh	HGIII-sPLA2 inh	GAA850 FXN act	ADAM17 inh	ssDAF-12 act	hgDAF-12 ag	DAX1 inh-1	hcDAF12 agonist	PLC-beta3 inh	DAX1 inh-2
Fc1cccc(F)c1-c1nc(-c2ccc(Cl)cc2)no1	-14.7	8.2	16.3	4.9	-6.0	1.8*	8.3	2.2	3.0	-10.1	0.2
Cc1ccc(CNCCc2ccccc2F)cc1	4.9	1.6	-4.0	0.7	0.4	-0.6	3.9	0.4	0.6	2.4	0.3
COC(=O)C1=C(c2ccc(F)cc2OCc2ccccc2)C[C@@H]2CC[C@H]1N2C(=O)NCc1ccc(OC)c(OC)c1	9.9	2.2	-8.7	-5.2	0.6	-1.8	-1.4	-2.1	-3.1	0.7	-0.8
COC(=O)C1=C(c2ccc(-c3ccccc3)c(F)c2)C[C@@H]2CC[C@H]1N2C(=O)N1CCC(C)CC1	17.2	9.3	-12.8	-8.4	-0.2	-2.2	-1.9	-2.6	-3.4	-6.6	-1.9
CCOC(=O)[C@]12Cc3cc(C)ccc3[C@H]1N(Cc1ccccc1)C(=O)c1cc(F)c(F)cc12	-5.6	-2.2	-3.8	/	-2.4	-0.5	2.1	/	-0.3	-4.8	0.7
